AddAB inh: less growth of phage-infected E. coli with AddAB; inhibition, % at 11.9 µM; 0.29% of 330,000 active; E. coli expressing H. pylori AddAB, absorbance growth; in the data active = inhibition above about 12%;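 note: 0% = vehicle wells of infected cells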
PKA-R2B activ: activators of human PKA-R2B complex; P22694+P31323; PKA-R2B holoenzyme dissociation, Cy5-IP20 fluorescence polarization; R2B truncated from residue 108, S112A mutant; 0% DMSO only, 100% 113 µM cGMP; activation, % at 11.4 µM; 0.079% of 340,000 active; AID 504700;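 active = activation above a cutoff set at the mean over all compounds plus 3 SD, cut at about 18% in these data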;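 note: higher means more holoenzyme dissociation and a rise in polarization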
Target sequence (P31323 whole entry, looked up, other chains not shown, the tested form may be a part): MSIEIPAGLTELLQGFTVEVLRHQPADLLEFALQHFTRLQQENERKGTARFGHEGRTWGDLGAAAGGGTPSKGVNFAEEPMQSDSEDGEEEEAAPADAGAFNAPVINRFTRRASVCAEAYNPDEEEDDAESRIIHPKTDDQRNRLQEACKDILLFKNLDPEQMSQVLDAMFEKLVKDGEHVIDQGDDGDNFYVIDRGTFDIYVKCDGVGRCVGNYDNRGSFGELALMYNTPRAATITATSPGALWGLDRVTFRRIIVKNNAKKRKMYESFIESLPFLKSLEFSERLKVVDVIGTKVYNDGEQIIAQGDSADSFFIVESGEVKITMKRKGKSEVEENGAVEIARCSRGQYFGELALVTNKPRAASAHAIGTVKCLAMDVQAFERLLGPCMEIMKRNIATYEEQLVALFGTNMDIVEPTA
Tat transport: blocks Tat-dependent protein export in E. coli; inhibition, % at 10 µM; AID 488895; E. coli MC4100 TorA-mCherry Tat export, fluorescence; 0.036% of 340,000 active;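 active = mean replicate inhibition at least 50% and at least half of replicates individually reaching 50%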;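 note: exported cargo escapes ClpAP degradation while cytoplasmic cargo is degraded and loses fluorescence; 0% = median of neutral control wells and 100% = median of NaSCN control wells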
DAGLB inhibitor: diacylglycerol lipase beta (human) inhibition; 0.059% of 340,000 active; inhibition, % at 5.17 µM; HEK293T DAGLB membrane lysate, EnzChek fluorogenic substrate; Q8NCG7; in the data active = inhibition above about 34%;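 note: 0% = enzyme with vehicle and 100% = wells lacking enzyme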
phage Ecoli inh: E. coli growth loss with phage present; growth absorbance; inhibition, % at 11.9 µM; 0.26% of 360,000 active; AID 651602; in the data active = inhibition above about 11%
Ecoli viability: counter-screen for AddAB inhibitors: E. coli growth inhibition. inhibition, % at 11.9 µM. AID 449728. 0.27% of 330,000 active. E. coli V3065 growth, OD600 absorbance, 18 h;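 active = inhibition above the campaign's mean inhibition across all tested compounds plus 3 SD, cut at about 9.9% in these data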;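 note: uninfected addAB+ strain grown without phage in ampicillin broth; 0% = DMSO wells and 100% = ciprofloxacin 0.95 µg/ml wells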
PKA-R1A act: PKA-R1A complex activation; AID 504707; 0.083% of 340,000 active; P00514+P68181; PKA-R1A dissociation, Cy5-IP20 fluorescence polarization; scaled: DMSO 0%, 113 µM cGMP 100%; activation, % at 11.4 µM;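 active = percent activation above the mean of all tested compounds plus 3 SD, cut at about 19% in these data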;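 note: higher means more PKAc released from R1A so a rise in polarization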
CDK5 p35 inh: CDK5/p35 (human) kinase inhibition. Q00535+Q15078. Recombinant CDK5/p35, ADP-Glo luminescence, 60 min. inhibition, % at 10 µM. 0.01% of 330,000 active. AID 488839;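 active = highest replicate inhibition of at least 50% and at least 75% of replicates reaching 50%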;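 note: plate controls were DMSO neutral control for no effect and GW8510 at 10 µM for full effect; many of its hits are not listed in these tables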
Target sequence (Q00535 whole entry, looked up): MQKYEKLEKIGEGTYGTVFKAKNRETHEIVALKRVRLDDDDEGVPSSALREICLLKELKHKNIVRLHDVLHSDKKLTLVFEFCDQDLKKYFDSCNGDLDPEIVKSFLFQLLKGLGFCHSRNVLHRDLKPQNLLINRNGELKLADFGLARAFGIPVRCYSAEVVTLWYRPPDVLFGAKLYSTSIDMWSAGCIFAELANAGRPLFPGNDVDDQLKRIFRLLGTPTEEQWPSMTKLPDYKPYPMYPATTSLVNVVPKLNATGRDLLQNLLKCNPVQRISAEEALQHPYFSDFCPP
Target sequence (Q15078 whole entry, looked up): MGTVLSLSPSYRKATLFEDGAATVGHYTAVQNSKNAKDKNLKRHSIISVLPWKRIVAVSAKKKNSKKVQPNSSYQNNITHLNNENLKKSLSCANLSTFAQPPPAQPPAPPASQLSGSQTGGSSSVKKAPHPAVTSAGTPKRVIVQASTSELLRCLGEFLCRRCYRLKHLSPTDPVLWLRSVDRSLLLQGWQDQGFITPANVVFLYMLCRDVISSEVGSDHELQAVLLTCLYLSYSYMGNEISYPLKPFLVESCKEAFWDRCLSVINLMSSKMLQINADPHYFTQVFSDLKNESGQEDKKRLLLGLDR
SUMO Mot1 rescue: blocks SUMOylation pathway, rescuing yeast Mot1-301 growth; S. cerevisiae Mot1-301 growth rescue, ATP luminescence, 38.5C; percent above DMSO median, 100 means doubled; growth rescue, % at 18.8 µM; 1% of 320,000 active; AID 2716;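 active = every valid replicate shows activation above 250% relative to neutral control wells; inactive = the rest, any valid replicate at or below 250%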;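 note: OY570 slx delta 5 strain wells were the positive control but not used for scaling; some compounds called inactive have numbers as strong as hits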
HTR5A ag ctr: HTR5A agonism, opioid heterodimer counter-screen; P47898; HTR5A agonist assay, luminescence, cell-based; activation, % at 9.3 µM; 0.61% of 340,000 active; in the data active = activation mostly above about 9.5%, no sharp cut-off; inactive = mostly below about 7.6%;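 note: 0% = cells with vehicle only and 100% = reference agonist; strong numbers were not always called active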
HTR5A inv ctr: inverse agonist of human HTR5A in OPRM1-OPRD1 counter-screen; 0.083% of 340,000 active; HTR5A cell line, luminescence, inverse agonism; AID 504634; inhibition, % at 9.3 µM; P47898; in the data active = inhibition mostly above about 23%, no sharp cut-off; inactive = mostly below about 18%;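 note: 0% = cells with DMSO and 100% = no-cell wells with DMSO; some compounds called inactive have numbers as strong as hits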
Active calls of the source: *; x = not tested or not shown.

SMILES	AddAB inh	PKA-R2B activ	Tat transport	DAGLB inhibitor	phage Ecoli inh	Ecoli viability	PKA-R1A act	CDK5 p35 inh	SUMO Mot1 rescue	HTR5A ag ctr	HTR5A inv ctr
CCCn1nc(C(=O)OCC(=O)NC(C)c2ccccc2)c2ccccc2c1=O (stereo unspecified)	0.4	-26	-3	-7	-2.2	0.7	0	-4.9	3	1	15
CCCN1C2CCCC1CC(NC(=O)c1cccc([N+](=O)[O-])c1)C2 (stereo unspecified)	1.9	-11	12	3	0.1	1.1	2	2.0	-12	7	-27
O=C(CC1C(=O)OCC2CCCCN21)Nc1ccccc1C(F)(F)F (stereo unspecified)	0.9	-2	-6	3	-1.0	-0.2	8	-1.5	-2	-7	18
COc1cc(CN2CCNC(=O)C2CC(=O)N(C)CCC2CCOCC2)cc(OC)c1 (stereo unspecified)	1.9	4	-3	-1	2.0	1.7	-13	-1.7	14	-4	4
Cc1cc(N2C(=O)C(O)=C(C(=O)c3cccs3)C2c2ccccc2)no1 (stereo unspecified)	0.2	-4	-2	2	-0.5	-0.8	-11	-0.2	-15	-6	17
COc1c([N+](=O)[O-])c(=O)n(-c2ccccc2)c2ccccc12	5.4	-1	-2	0	0.9	-1.5	-1	x	4	3	13
Cc1nc(S/C(=C/c2ccc(OCc3ccc(C(=O)O)cc3)cc2)C(=O)O)n[nH]1	1.0	-7	-7	-2	3.0	0.2	-10	0.0	165	-3	8
COc1ccc(S(=O)(=O)N2CCC(C)CC2)cc1Br	1.4	-7	15	-1	0.6	-0.1	-6	-0.6	-3	0	-45
COc1ccc(-c2csc(NC(=O)c3nc(-c4ccccc4)oc3C)n2)cc1	-0.6	14	0	-1	0.1	-2.8	-11	-0.5	-16	4	-9
COc1ccc(N2CC(C)Cn3c2nc2c3c(=O)n(Cc3ccccc3F)c(=O)n2C)c(OC)c1 (stereo unspecified)	4.1	-4	9	4	3.3	-0.4	-19	0.2	-23	-2	6
CNC(=O)CN(C)S(=O)(=O)c1ccc(F)cc1	0.6	0	2	1	1.4	-1.9	1	-1.6	5	-3	-26
CCCn1c(Nc2ccc(Cl)cc2)nc2ccccc21	0.7	1	1	-3	2.1	-1.0	-6	-2.5	-19	-2	6
Cc1ccc(C(=O)NNC(=O)c2cccc3ccccc23)cc1	x	2	4	0	3.4	x	5	0.4	x	0	0
O=C(Nn1c(Cc2cccs2)nc2ccccc2c1=O)c1cccs1	1.7	-5	-4	4	1.7	-0.6	-2	0.1	-2	-1	-5
Cc1noc(NS(=O)(=O)c2ccc(NC(=O)CS(=O)(=O)c3ccccc3)cc2)c1C	1.2	-18	11	-1	0.8	0.5	-3	-7.1	1	3	-8
Cc1ccc(CC(=O)Nc2ccc(C(=O)N3CCCCC3)cc2)cc1	2.7	-12	-10	-3	1.4	0.7	-13	-1.4	15	7	-27
Cn1c(SCC(=O)N/N=C/c2cc([N+](=O)[O-])ccc2O)nnc1-c1ccccc1	-0.4	7	-1	2	0.1	0.9	4	-0.8	8	1	2
CCOCCCNC(=O)N[C@@H](C)C(=O)OC	-0.4	11	0	1	1.2	0.3	-5	0.3	203	-2	-13
CCCCN(CC)CCNC(=O)CN(C)S(=O)(=O)c1ccc2c(c1)c(=O)n(C)c(=O)n2C	1.8	-7	1	2	3.0	1.0	-7	0.7	8	-7	13
COc1cc(C(=O)Nc2nnc(-c3sccc3C)s2)cc(OC)c1OC	-0.1	-3	-14	-5	0.3	-1.7	8	0.1	7	-2	-33
COc1ccc(S(=O)(=O)N2N=C(c3cccc(NS(C)(=O)=O)c3)CC2c2ccco2)cc1 (stereo unspecified)	-2.0	-11	6	3	1.0	-0.8	9	-3.4	-7	-3	13
CCC(CC)NC(=O)CSc1ccc(S(=O)(=O)N2CCCCC2)cn1	x	-8	-11	1	2.6	x	-15	-0.2	x	-5	12
O=C(Nc1cccnc1)C1CCC(CNS(=O)(=O)c2cccc3nsnc23)CC1 (stereo unspecified)	-2.4	5	7	0	-1.0	-0.4	-6	-3.1	-24	-1	16
COc1cccc(C(=O)OCC(=O)c2c[nH]c3ccccc23)c1OC	0.3	7	-9	-4	3.7	-0.9	-1	1.4	-15	1	-2
CCOC(=O)C1CCN(C(=O)c2c(-c3c(Cl)cccc3Cl)noc2C)CC1	2.5	-10	-1	-2	-0.6	0.2	-15	-1.1	476	5	-13
(further entries)
SMILES	AddAB inh	PKA-R2B activ	Tat transport	DAGLB inhibitor	phage Ecoli inh	Ecoli viability	PKA-R1A act	CDK5 p35 inh	SUMO Mot1 rescue	HTR5A ag ctr	HTR5A inv ctr
COc1ccccc1Cn1c(=O)c2ccccc2n2c(SCC(=O)N3CCCCC3)nnc12	4.5	-8	28	3	4.4	-2.2	4	0.4	-22	-1	-7
COC(=O)c1ccc(NC(=O)c2ccccc2N(C)S(C)(=O)=O)cc1	2.0	3	6	-2	-0.2	-0.9	-10	-2.1	-17	4	-12
CCOP(=O)(OCC)c1nc(-c2cccc3ccccc23)oc1N1CCCCC1	-0.7	-7	15	-4	2.0	0.0	2	1.8	x	-1	-14
CCCCC(NC(=O)c1ccc(Cl)cc1)C(=O)O (stereo unspecified)	-2.2	3	2	4	1.8	-2.3	1	0.2	-2	-2	10
C=CCn1c(SCc2ccc(C#N)cc2)nnc1-c1cccc(OC)c1	0.0	11	10	-3	2.8	-0.5	-1	-0.6	0	-5	-2
CCCOc1ccc(CNC(=O)Cn2ncc3ccccc32)cc1	2.3	3	5	1	8.7	2.7	-11	-4.2	4	9	-18
O=c1cc(NCCc2ccccc2)c2ccccc2o1	-2.7	-3	6	-2	-2.8	-0.5	9	0.1	135	-1	3
O=C(COC(=O)c1ccccc1C(=O)N1CCN(c2ccc(F)cc2)CC1)NCc1ccccc1	-0.2	-9	2	-2	0.2	-3.7	3	0.0	1	0	13
Cc1ccc(C)c(OCCC(=O)OCC(=O)Nc2cc(S(=O)(=O)N3CCCCC3)ccc2C)c1	-1.6	-7	8	-4	-3.0	-0.5	-20	0.6	13	-3	10
COc1cccc(NC(=O)CN(C)C(=O)c2ccc(NC3CC3)c([N+](=O)[O-])c2)c1	-0.5	-3	13	-2	2.4	-0.5	8	0.8	-5	-2	10
C=CCNc1oc(-c2ccco2)nc1S(=O)(=O)c1ccccc1	2.4	-9	7	3	2.0	0.2	-1	-0.4	1	1	15
O=C(NNC(=O)c1cc2cc3ccccc3nc2s1)c1ccc(F)cc1	2.1	-3	-12	-3	0.6	-2.3	-5	-0.5	-5	5	-13
O=C(CN1CCCCC1)N/N=C/c1ccc(Cl)cc1	2.8	6	0	1	1.0	-1.2	5	0.7	20	-5	19
CCOC(=O)N1CCC(Nc2nc3ccccc3nc2NS(=O)(=O)c2ccc(Cl)cc2)CC1	3.0	8	3	13	-0.9	0.7	-10	-3.5	-4	3	5
CCOc1cc(C(=O)N(CC)CC(=O)Nc2ccc3c(c2)OCCO3)ccc1OC	1.5	-2	-5	-5	-1.8	1.8	8	-0.2	145	6	-14
Cc1cc(C(F)(F)F)nn1CC(=O)N1CCCC1	2.6	-6	2	1	1.5	-1.9	-2	-4.2	9	10	-25
CCOC(=O)C1CCN(Cc2ccc(-c3ccccc3)cc2)CC1	x	-4	-10	-3	0.7	x	-10	-0.7	39	-4	13
CCC(Sc1nc(C)cc(C)n1)C(=O)Nc1ccc(S(N)(=O)=O)cc1 (stereo unspecified)	1.8	-6	1	-2	-2.2	0.8	-2	1.6	-1	-4	26
Cc1ccc(C2c3c(oc4ccccc4c3=O)C(=O)N2c2nnc(C(C)C)s2)o1 (stereo unspecified)	6.1	2	-1	2	3.3	-3.1	1	1.3	5	0	0
CCCCN1CC[C@H]2C=CC[C@@H](C(=O)Nc3ccccc3)[C@H]2C1=O	2.2	-3	-2	1	2.0	-1.3	-6	0.4	8	2	-13
CCn1c(CNC(=O)Cc2ccc(OC)cc2)nnc1SCC(=O)c1ccccc1	x	0	-3	1	2.3	x	-7	-6.5	x	0	-1
CCN(Cc1ccccc1)C(=O)COC(=O)c1n[nH]c2ccccc12	1.1	-2	8	-3	2.9	-1.0	-2	-0.6	3	-1	3
Cc1ccc(CNC(=O)C2CC3Cn4c(nc5cc(C)c(C)cc54)C3N2C)o1 (stereo unspecified)	7.1	1	-9	1	2.4	-1.5	12	0.9	-3	3	6
CCOc1ccc(C2C(C(=O)c3ccco3)=C(O)C(=O)N2CCN2CCOCC2)cc1 (stereo unspecified)	0.2	-9	-3	0	-0.2	-0.1	-13	0.2	3	1	-2
CC(C)C[C@H]1CN=C(Nc2ccccc2)N1CC1CCCCCC1	4.2	-3	1	3	5.8	-1.7	-4	-1.7	-18	4	-9

Quoted at random: 3 records from the list, in no set order.
SMILES	AddAB inh	PKA-R2B activ	Tat transport	DAGLB inhibitor	phage Ecoli inh	Ecoli viability	PKA-R1A act	CDK5 p35 inh	SUMO Mot1 rescue	HTR5A ag ctr	HTR5A inv ctr
Cc1ccc(C)c(OCCC(=O)OCC(=O)Nc2cc(S(=O)(=O)N3CCCCC3)ccc2C)c1	-1.6	-7	8	-4	-3.0	-0.5	-20	0.6	13	-3	10
O=C(COC(=O)c1ccccc1C(=O)N1CCN(c2ccc(F)cc2)CC1)NCc1ccccc1	-0.2	-9	2	-2	0.2	-3.7	3	0.0	1	0	13
C=CCn1c(SCc2ccc(C#N)cc2)nnc1-c1cccc(OC)c1	0.0	11	10	-3	2.8	-0.5	-1	-0.6	0	-5	-2

More records
SMILES	AddAB inh	PKA-R2B activ	Tat transport	DAGLB inhibitor	phage Ecoli inh	Ecoli viability	PKA-R1A act	CDK5 p35 inh	SUMO Mot1 rescue	HTR5A ag ctr	HTR5A inv ctr
CCN(CC(=O)O)S(=O)(=O)c1cc(Cl)ccc1Cl	3.3	1	-14	-4	2.4	0.2	-1	1.0	-13	-3	-12
CCOc1ccc(NC(=O)CN(C)C(=O)C2CC(=O)N(c3cccc(SC)c3)C2)cc1OCC (stereo unspecified)	x	-6	5	1	0.4	x	-5	1.1	x	5	-11
COc1ccc(C2N(S(=O)(=O)c3ccccc3)CCN2S(=O)(=O)c2ccc(C)cc2)cc1 (stereo unspecified)	1.8	-10	10	-4	0.8	1.2	-9	-6.7	28	0	17
O=C(O)c1cc(Cl)ccc1-c1ccc(/C=C/c2cc(C(F)(F)F)[nH]c(=O)n2)o1	-1.1	-9	-1	-68	4.5	2.2	-4	-23	53	1	-3
COc1cc(/C=N/Nc2ccnc(=O)[nH]2)ccc1O	x	8	7	-5	-0.5	x	-8	2.6	-7	1	-4
COc1ccc(NC2CC(=O)NC2=O)cc1 (stereo unspecified)	0.8	9	1	3	1.3	-2.5	-12	0.2	-15	6	17
O=C(CN1C(=O)COc2ccc(S(=O)(=O)N3CCCCC3)cc21)NCc1ccc(F)cc1	6.2	-3	0	-2	-0.8	1.2	-1	0.8	-10	-1	-7
O=C(CSC1=NS(=O)(=O)c2cc(F)ccc2N1)Nc1ccccc1	-1.9	-1	2	4	1.6	0.1	-4	0.7	4	2	-1
Clc1cccc(CN2CCc3c([nH]c4ccccc34)C2)c1	4.6	-6	-11	-16	0.6	-0.4	-2	0.7	5	4	-16
O=C(COc1ncnc2c(Cl)cc(Cl)cc12)NC1CCCCCC1	0.7	-8	2	0	0.3	-1.4	5	-2.4	0	-1	-6
Cc1ccc(N(C(C)C(=O)N2CCCC2)S(C)(=O)=O)cc1 (stereo unspecified)	2.8	-3	2	1	2.2	2.5	0	-0.1	-15	4	-10
